TRPC4 act: activators of mouse TRPC4 channel; Q9QUQ5; HEK293 TRPC4beta/mu-opioid, Fluo4 calcium fluorescence; active compounds read high; B-score at 10 µM; actives 0.49% (n = 310,000);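 active = B-score above 5 SD of library B-scores, and initial fluorescence ratio not above library mean plus 5 SD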;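 also: positive B-score marks a calcium rise read as TRPC4 activation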
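Incubation: 45 min room-temperature Fluo4 loading, 110 s read / System: HEK293 cells stably co-expressing mouse TRPC4beta and mu-opioid receptor / Signal: Fluo4 fluorescence, kinetic / Control set: buffer (low) and maximal DAMGO (high) / Measure: integrated baseline-normalised fluorescence ratio, converted to per-well B score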
TRPC4 PAM: allosterically enhances the mouse TRPC4 cation channel; HEK293 TRPC4beta/mu-opioid, DAMGO EC20, Fluo-4 Ca2+ flux; active compounds read high; Q9QUQ5; B-score at 10 µM; AID 2227; actives 0.42% (n = 310,000);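 active = B-score of calcium response area above 5 SD of library B-scores, with initial fluorescence ratio within 5 SD of library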;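 also: B-score of integrated fluorescence ratio over time as area under calcium response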
Platelet DG rel: modulates dense granule release in human platelets. AID 1663. inhibition, %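 (compounds screened at 7.5 µM in platelet-rich plasma)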. actives 0.22% (n = 300,000). human platelet-rich plasma, SFLLRN dense granule ATP release, luminescence;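 active = mean replicate score, as percent of positive control, at or above 50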
DYRK1A inh: blocks rat Dyrk1A kinase activity. ADP-Glo luminescence, NFATc1 peptide. actives 0.43% (n = 310,000). AID 504441. inhibition, % at 12.5 µM; in the data active = inhibition above about 50%;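 also: plate controls were vehicle with enzyme for no effect and no enzyme for full effect; many of its hits are not listed in these tables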
PolyA inh: inhibitors of polyadenylation in S. cerevisiae | S. cerevisiae SKY197-pL101 polyadenylation reporter, beta-gal luminescence; efflux-impaired pdr1/pdr3 knockout yeast; score 100 = 6 SD above DMSO | actives 0.02% (n = 300,000) | calls only at 12 µM;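 active = lowest replicate activity score at least 50, where 100 means six control SD above control mean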;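 also: yeast exposed to compound for 9 h at 30 °C; higher score means more reporter readthrough which indicates perturbed polyadenylation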
KCNK3 inh: human KCNK3 channel inhibition, primary screen | O14649 | CHO-KCNK3 thallium flux, FluxOR fluorescence; active compounds read low | B-score at 10 µM | actives 0.84% (n = 340,000);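 active = B-score under library mean minus 4 SD, starting fluorescence ratio at most library mean plus 5 SD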;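 also: more negative B-score means stronger inhibition of thallium flux through KCNK3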
KCNQ1 inh: inhibitors of human KCNQ1 potassium channel; B-score at 10 µM; P51787; AID 2642; actives 1.3% (n = 310,000); CHO-K1 KCNQ1, FluxOR thallium flux fluorescence; active compounds read high;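 active = compounds whose thallium flux B-score, printed positive for inhibition, exceeds three library SD while starting fluorescence stays within three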;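 also: channel opened by potassium depolarization with thallium stimulus after 20 min compound exposure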
KCNQ1 act: potentiates or activates the human KCNQ1 potassium channel; P51787; CHO-K1 KCNQ1, thallium flux FluxOR fluorescence; active compounds read high; B-score at 10 µM; actives 0.35% (n = 310,000);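 active = fluorescence ratio B-score, a plate-corrected score, at least three library SD, with initial intensity B-score within 5 SD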
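System: CHO-K1 cells stably expressing KCNQ1 / Medium: assay buffer for compound exposure, DMSO matched across wells / Reagent: thallium- and potassium-containing depolarizing buffer / Compound: one concentration, matched DMSO / Incubation: 20 min compound pretreatment at room temperature / Measured by: kinetic FluxOR fluorescence, 10 s baseline plus 110 s post-stimulus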
TRPC4 block: TRPC4 (mouse) channel inhibition. Q9QUQ5. B-score at 10 µM. AID 2247. actives 0.39% (n = 300,000). HEK293 TRPC4beta/mu-opioid, DAMGO-evoked Fluo4 calcium flux; active compounds read low;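 active = B-score over 3 SD under the library average, no early fluorescence shift, positive overall ratio signal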
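Material: HEK293 cells with stable TRPC4beta plus mu-opioid receptor expression / Probe or stimulus: DAMGO in two steps, submaximal then maximal / Compound: single concentration per test compound / Technique: kinetic Fluo4 fluorescence imaging of calcium influx / Read-out: per-well B score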
KCNK9 inh: blocks the human KCNK9 two-pore domain potassium channel; HEK293 KCNK9, FluxOR thallium flux fluorescence; active compounds read low; B-score at 10 µM; actives 1.2% (n = 310,000);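 active = ratio B-score over 3 SD below the library mean, with starting fluorescence within 5 SD of its mean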;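 also: negative B-score means less thallium flux so channel inhibition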
hERG rescue: shields human hERG channel from block by proarrhythmic agents. CHO-hERG, FluxOR thallium flux, dofetilide IC70 present. actives 0.51% (n = 310,000). activation (rescue from dofetilide block), less the hit threshold, % at 10 µM. Q12809;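 active = activation above the mean of controls blocked by dofetilide plus 5 SD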;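 also: thallium influx through hERG after potassium depolarization seen as dye fluorescence rise; in these data hits start at about 4.7%; inactives centre near -7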
Target sequence (Q12809 whole entry, looked up): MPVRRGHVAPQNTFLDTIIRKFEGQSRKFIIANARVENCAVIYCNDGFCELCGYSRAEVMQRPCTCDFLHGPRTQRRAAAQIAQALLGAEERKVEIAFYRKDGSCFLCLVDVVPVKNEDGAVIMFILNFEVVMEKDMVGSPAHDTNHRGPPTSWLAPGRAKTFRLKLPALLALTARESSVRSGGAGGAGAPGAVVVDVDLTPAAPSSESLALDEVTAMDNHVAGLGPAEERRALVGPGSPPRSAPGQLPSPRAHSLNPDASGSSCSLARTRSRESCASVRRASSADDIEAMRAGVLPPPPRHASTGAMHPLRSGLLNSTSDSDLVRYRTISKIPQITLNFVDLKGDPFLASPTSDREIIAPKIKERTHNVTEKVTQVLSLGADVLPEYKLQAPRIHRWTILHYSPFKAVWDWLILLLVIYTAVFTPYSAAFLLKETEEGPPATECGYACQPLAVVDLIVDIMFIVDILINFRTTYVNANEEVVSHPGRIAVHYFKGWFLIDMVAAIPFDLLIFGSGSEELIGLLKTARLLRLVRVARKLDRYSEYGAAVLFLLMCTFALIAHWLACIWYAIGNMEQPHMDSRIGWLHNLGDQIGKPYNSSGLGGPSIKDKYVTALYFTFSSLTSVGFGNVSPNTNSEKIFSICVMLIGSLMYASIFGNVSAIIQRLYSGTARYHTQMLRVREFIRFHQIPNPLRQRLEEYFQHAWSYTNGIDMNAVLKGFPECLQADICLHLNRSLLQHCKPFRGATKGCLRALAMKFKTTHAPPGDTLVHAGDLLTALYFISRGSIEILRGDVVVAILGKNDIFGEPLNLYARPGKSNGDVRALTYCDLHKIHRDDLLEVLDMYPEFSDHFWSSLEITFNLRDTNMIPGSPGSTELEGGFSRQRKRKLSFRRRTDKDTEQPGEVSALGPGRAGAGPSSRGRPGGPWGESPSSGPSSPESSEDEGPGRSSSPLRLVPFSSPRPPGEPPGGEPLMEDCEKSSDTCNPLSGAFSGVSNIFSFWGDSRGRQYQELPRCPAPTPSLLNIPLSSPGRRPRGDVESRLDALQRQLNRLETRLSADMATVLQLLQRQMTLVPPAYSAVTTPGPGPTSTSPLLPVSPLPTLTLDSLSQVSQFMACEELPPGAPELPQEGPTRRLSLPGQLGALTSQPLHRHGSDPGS
The depositor's hits bear a star; i = inactive; · = no result given; & = joins results of further samples.

Second line of a record – TRPC4 act | TRPC4 PAM | Platelet DG rel | DYRK1A inh | PolyA inh | KCNK3 inh | KCNQ1 inh | KCNQ1 act | TRPC4 block | KCNK9 inh | hERG rescue
COc1ccc(Cl)cc1C(=O)Nc1cccnc1Cl
    i | i | 2.9 | 9.4 | i | i | i | i | i | i | 1.7
COc1ccccc1-n1c(N)cc(=O)nc1SCC(=O)Nc1cc(C)on1
    i | i | -12.4 | 0.8 | i | i | i | i | i | i | -0.9
O=C(/C=C\c1ccccc1[N+](=O)[O-])Nc1ccccc1
    i | i | -2.4 | 12.2 | i | i | i | i | i | i | -9.4
CCC(CC)C(=O)OCC(=O)Nc1cccc(S(=O)(=O)N(C)c2ccccc2)c1
    i | i | -5.0 | -3.3 | i | i | i | i | i | -7.2* | -10.5
Cc1cccc(NC(=S)NC2CC3CCCC(C2)N3Cc2cccs2)c1 (stereo not given)
    i | i | 10.0 | 29.2 | i | i | i | i | i | i | -13.6
Cc1ccc(-c2ccc(=O)n(CCC(=O)NCCN3CCCCC3C)n2)cc1 (stereo not given)
    i | i | -3.5 | 11.6 | i | i | i | i | i | i | -6.3
C[C@H]1CCC[C@@]2(O[C@@H](CCO)C[C@@H](O)[C@@H]2O)O1
    i | i | 0.7 | 35.6 | i | i | i | i | i | i | -3.1
CCN(CC)S(=O)(=O)c1ccc(O)c(C(=O)OCC(=O)N(C)Cc2ccccc2)c1
    i | i | 6.3 | 7.8 | i | i | i | i | i | i | -3.7
CC(=O)c1ccc(-c2ccc(/C=C(/Sc3n[nH]c(C)n3)C(=O)O)o2)cc1
    i | i | 0.3 | 7.8 | · | i | i | i | i | i | -3.4
NC1=C(c2ccc(F)cc2)C(=O)CS1
    i | i | -0.8 | -3.3 | i | i | i | i | i | i | -2.0
CN(C)C(=O)/C(=C/c1ccc(-c2cccc([N+](=O)[O-])c2)o1)NC(=O)c1ccccc1
    i | i | -1.1 | 7.8 | i | i | i | i | i | i | -3.6
COc1ccc(S(=O)(=O)N2CCN(C3Cc4ccccc4C3)CC2)cc1
    i | i | -1.0 | -7.6 | i | i | i | i | i | i | -13.3
CCN(CC(=O)NCc1ccc(Cl)cc1)C(=O)CCc1ccccc1
    i | i | 19.7 | 2.0 | i | i | i | i | i | i | -5.8
CC1=CC(C)(C)NC(=S)N1c1ccccc1C
    i | i | 5.6 | -2.4&-5.5 | i | i | i | i | i | i | -12.9
CC1CCC2(CC1)NC(=O)N(NC(=O)CCl)C2=O (stereo not given)
    i | i | 1.0 | -2.0 | i | i | i | i | i | i | -3.5
C=CCNc1nc(C(=O)OCC(=O)Nc2c(Cl)cccc2C(F)(F)F)cs1
    i | i | 1.4 | 4.4 | i | i | i | i | i | i | -2.6
Oc1ccc2ccccc2c1/C=N/c1nccs1
    i | i | -0.8 | 7.4 | i | i | i | i | i | i | -13.0
CC(=O)Nc1ccc(S(=O)(=O)Nc2cccn(Cc3ccc(C)cc3)c2=O)cc1
    i | i | 8.2 | 2.3 | i | i | i | i | i | i | -9.1
CC1CC(C)CN(C(=S)SCc2nc(N)nc(Nc3ccccc3)n2)C1 (stereo not given)
    i | i | -2.4 | 0.6 | i | i | i | i | i | i | -13.4
O=C(Nc1ncc(Cc2ccccc2Cl)s1)C1CCCO1 (stereo not given)
    i | i | -0.4 | 0.9 | i | i | i | i | i | i | -3.9
O=C(NCCCN1CCCC1=O)c1cc(-c2ccc3c(c2)OCO3)nc2ccccc12
    i | i | -0.2 | · | i | i | i | i | i | i | -3.4
COc1cc(/C=C(\C#N)C(=O)Nc2ccccc2C(=O)O)cc(Cl)c1OC
    i | i | 4.2 | 0.6 | i | i | i | i | i | i | -22.0
O=C1CSC2(N1)C1CC3CC(C1)CC2C3 (stereo not given)
    i | i | 2.7 | 2.2 | i | i | i | i | i | i | -2.9
O=C(CN1CCNCC1)Nc1ccc(Oc2ccccc2)cc1
    i | i | -3.7 | -2.2 | i | i | i | i | i | i | -6.3
COc1ccccc1N1CCN(C(=O)CSc2ccccc2)CC1
    i | i | 1.8 | 1.9 | i | i | i | i | i | i | -9.5
COc1ccc(/C(O)=C2/C(=O)C(=O)N(c3ccccn3)C2c2ccc(OC)c(OC)c2)cc1 (stereo not given)
    i | i | -1.5 | -0.3 | i | i | i | i | i | i | -1.3
O=C(NCCO)c1ccc(-c2nnc(Nc3ccc(O)cc3)c3ccccc23)cc1
    i | i | 7.9 | 1.0 | i | i | i | i | i | i | -12.1
COc1ccc(C(=O)NCc2nnc(SCC(=O)N3CCC(C)CC3)o2)cc1
    i | i | -1.3 | 3.4 | i | i | i | i | i | i | -10.7
CSc1sc(C(=O)Nc2ccc(F)cc2F)c2c1C=CCC2
    i | i | 7.3 | · | i | i | i | i | i | i | -8.9
O=C(Nc1ccncc1)c1c(Cl)cccc1Cl
    i | i | 5.2 | -3.0 | i | i | i | i | i | i | -6.8
Cc1sc2nc(-c3ccncc3)[nH]c(=O)c2c1-c1ccccc1
    i | i | -17.3 | · | i | · | i | i | i | i | -10.3
O=C(NCCCN1CCOCC1)c1ccc(Br)cc1
    i | i | 1.9 | 3.3 | i | i | i | i | i | i | -8.1
COC(=O)c1sc2nc(-c3ccccc3)nc(N3CCN(C)CC3)c2c1C
    i | i | -1.7 | 4.6 | i | i | i | i | i | i | -6.4
N#C/C(=C(/O)CN1CCCCC1)c1nc(-c2ccc(Cl)cc2)cs1
    i | i | -3.3 | -0.2 | i | i | i | i | i | i | -1.9
NC(=O)N/N=C(/CCCCCC/C(=N\NC(N)=O)c1ccccc1)c1ccccc1
    i | i | -4.7 | · | i | i | i | i | i | i | -12.2
COc1ccc(C(=O)N2CCCc3ccccc32)cc1OC
    i | i | 9.1 | 6.0 | i | i | i | i | i | i | -5.0
CN(Cc1ccccc1)C(=O)COC(=O)c1ccc(=O)n(Cc2ccccc2)n1
    i | i | 9.8 | -5.1 | i | i | i | i | i | i | -13.2
COCCN(Cc1ccccc1)C(=O)C1CCN(S(=O)(=O)c2ccc(OC)c(OC)c2)CC1
    i | i | -7.7 | 9.8 | i | i | i | i | i | i | -14.9
O=[N+]([O-])c1c(NCCCO)cc(Sc2ccc(Cl)cc2)c2nonc12
    i | i | -9.0 | -3.9 | i | i | i | i | i | i | -12.0
CC(=O)N1CC2([N+](=O)[O-])CN(C(C)=O)CC([N+](=O)[O-])(C1)C2(C)C
    i | i | -0.3 | -2.2 | i | i | i | i | i | i | -7.6
Cc1ccc(-n2c(O)c(C=NCc3ccccn3)c3ccccc3c2=O)cc1C
    i | i | -7.5 | -1.9 | i | i | i | i | i | i | -17.2
CCc1ccc(/C=C2\SC(=S)N(CCCC(=O)Nc3ccc(C(=O)O)cc3)C2=O)cc1
    i | i | 1.2 | -4.8 | i | i | i | i | i | i | -4.4
COc1cccc(CN2CCN(S(=O)(=O)c3ccc(NC(C)=O)cc3)CC2)c1OC
    i | i | 0.0 | -3.4 | i | i | i | i | i | i | -10.9
Cc1ccc(S(=O)(=O)NCCC(=O)NCc2ccccc2)cc1
    i | i | -2.8 | -1.9 | i | i | i | i | i | i | -7.3
COCCOC(=O)C1=C(C)N(c2ccccc2)C(=O)NC1c1cccc([N+](=O)[O-])c1 (stereo not given)
    i | i | 6.6 | -9.2 | i | i | i | i | i | i | -11.8
N/C(=N\OC(=O)c1ccccc1Br)c1cccc([N+](=O)[O-])c1
    i | i | -1.6 | 2.1 | i | i | i | i | i | -7.13* | -6.8
CC(=O)NCCn1c(SCc2ccccc2C)nc2ccccc2c1=O
    i | i | -0.5 | 3.9 | · | i | i | i | i | i | -17.8
O=S(=O)(c1cccc(F)c1)N1CCN(C(=S)NCC2CCCO2)CC1 (stereo not given)
    i | i | -23.4 | 2.1 | i | i | i | i | i | i | -8.1
Cc1ccccc1CN1C(=O)[C@@H]2Cc3c([nH]c4ccccc34)C(C)(C)N2C1=O
    i | i | 3.8 | 2.7 | i | i | i | i | i | i | -2.0
CCn1c(SCC(=O)c2[nH]c(C)c(C(C)=O)c2C)nnc1-c1cccs1
    i | i | 3.2 | 2.9 | i | i | i | i | i | i | -11.8
CCOC(=O)N1CCN(C(=O)CSc2nnc(-c3ccccc3OC)o2)CC1
    i | i | -1.1 | · | i | i | i | i | i | i | -3.7
O=S(=O)(Nc1ccc2c(c1)nc1n2CCN(Cc2ccccc2)C1)c1ccccc1
    i | i | 1.9 | 3.8 | i | i | i | i | i | i | -7.1
O=C(CCCC(=O)N(c1ccc(F)cc1)C(C(=O)NC1CCCC1)c1ccc(O)cc1)Nc1ccccn1 (stereo not given)
    i | i | -11.1 | 2.5 | i | i | i | i | i | i | -15.4
Cc1ccc(C(=O)N/C(=C/c2ccco2)C(=O)Nc2cccc(C(=O)O)c2)cc1
    i | i | -16.7 | · | i | · | i | i | i | i | -5.5
COc1ccc(CC(=S)N2CCOCC2)cc1
    i | i | -0.3 | 0.2 | i | i | i | i | i | i | -12.5
CCCCN(C)CCCN1C(=O)C2C(C(=O)Nc3cccc(OC)c3)C3C=CC2(O3)C1C(=O)NC1CCCCC1C (stereo not given)
    i | i | -0.9 | -0.6 | i | i | i | i | i | i | -9.0
O=c1onc(-c2cccs2)n1Cc1ccccc1
    i | i | 0.6 | 6.5 | i | i | i | i | i | i | -15.6
C=CCOc1ccc(/C=C2/C(=N)N3N=C(CC(=O)N4CCCC4)SC3=NC2=O)cc1OC
    i | i | 1.3 | -9.0 | i | i | i | i | i | i | -3.9
Cc1ccc(NC(=O)CN(C)Cc2ccc(F)cc2)c([N+](=O)[O-])c1
    i | i | -14.1 | 7.8 | i | i | i | i | i | i | -9.8
Nc1cc(C(=O)N/N=C/c2cccc([N+](=O)[O-])c2)n[nH]c1=O
    i | i | -5.1 | 0.7 | i | i | i | i | i | i | -3.5
CCc1ccc2nc(NC(=O)Cn3cnc4ccccc4c3=O)sc2c1
    i | i | -0.8 | -2.7 | i | i | i | i | i | i | -8.2

An excerpt from above, showing only TRPC4 block.
compound,TRPC4 block
O=C(CCCC(=O)N(c1ccc(F)cc1)C(C(=O)NC1CCCC1)c1ccc(O)cc1)Nc1ccccn1 (stereo not given),i
Cc1ccc(C(=O)N/C(=C/c2ccco2)C(=O)Nc2cccc(C(=O)O)c2)cc1,i

These rows are one share of the data; the hit share may differ from the screen's.
